# GSIS activator = GLuc luminescence reporter in INS-1E cells, primary screen for activators of glucose-dependent secretion of insulin; INS-1E GLuc reporter insulin secretion, 2-3 h; hit rate 0.61% among 370,000; AID 743287, 2014; activation, % at 16.6 µM;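 active = lowest replicate activation of at least 40%, so every replicate reaches that level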;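 also: 0% = median of neutral control wells and 100% = median of IBMX positive control wells; some compounds called inactive have numbers as strong as hits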
# PGC1a acetyl inh = inhibitors of PGC1a acetylation signal, primary screen, cell-based, U2OS, AlphaScreen, inhibitor mode | AlphaScreen anti-acetyl-lysine; with virally co-expressed GCN5 acetyltransferase | inhibition, % at 15.6 µM | hit rate 0.17% among 350,000;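 active = every replicate shows inhibition of at least 40%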;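 also: 0% = neutral control wells and 100% = positive control wells; some results beyond the cut were filed as inactive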
# ARNT TACC3 PPI = disruptors of ARNT/TACC3 protein interaction, primary screen, biochemical, AlphaScreen, single concentration; inhibition, % at 9.99 µM; AID 623870, 2012; Transforming acidic coiled-coil-containing protein 3 (Homo sapiens), Q9Y6A5; AlphaScreen His-ARNT PAS-B/GST-TACC3 binding, luminescence; TACC3 fragment carries E629A point mutation; hit rate 0.66% among 390,000;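 active = mean inhibition of replicates at least 50% and at least half of replicates each reaching 50%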;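 also: 0% = complete ARNT plus TACC3 wells and 100% = ARNT alone without TACC3; many hits fall short of the cut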
# Cneo AK release = Cryptococcus neoformans cell lysis inducers, primary screen, AK release luminescence, single concentration; C. neoformans lysis, adenylate kinase release luminescence, 4 h; normalised: neutral wells 0, clomiphene wells 100; lysis activity, % at 15 µM; hit rate 0.2% among 360,000;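 active = mean lysis activity across replicates of at least 80%, whatever share of replicates individually reach that level; inactive = mean lysis activity below 80%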
#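 Signal: Adenylate kinase release luminescence | Assay system: Log-phase Cryptococcus neoformans yeast cells | Input: Cells at 5 × 10^6 per mL | Buffer or medium: Fresh YPD growth medium | Compound: Single dose | Schedule: Static 4 h at 37 °C with compound, 1 h detection | Controls: Clomiphene | Read-out: Luminescence rise reflecting yeast cell lysis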
# PglD inh = C. jejuni PglD acetyltransferase inhibitors, primary screen, biochemical, DTNB colorimetric, single point. UDP-N-acetylbacillosamine N-acetyltransferase PglD (Campylobacter jejuni). purified PglD enzyme, DTNB colorimetric CoA detection. inhibition, % at 12.5 µM. hit rate 0.098% among 360,000; in the data active = inhibition above about 16%, passing the limit was not always enough; also: strong numbers were not always called active
# C2C12 statin = suppressors of statin myotoxicity in C2C12 myotubes, primary screen, cell-based, single point, plate reader. C2C12 myotubes + simvastatin, ATP luminescence, 48 h; scaled: DMSO 0, geranylgeraniol control 100. rescue of ATP level, % at 7.49 µM. hit rate 0.78% among 330,000. AID 602340, 2012;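 active = mean ATP rescue above about 67%, or every replicate alone reaching that limit, limit read from the data, passing the limit was not always enough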;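 also: myotubes were challenged with 10 µM simvastatin during compound exposure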
# PAX8 inh HTS = inhibitors of PAX8-driven TPO luciferase reporter, primary screen, RMG-I cells, single concentration. SteadyGlo, 24 h. inhibition, % at 12.6 µM. hit rate 1.2% among 360,000;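 active = mean replicate inhibition at least 60% with every replicate also reaching 60%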;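 also: luciferase light reporting Pax8 driven TPO promoter activity; plate controls were median of neutral control wells for no effect and mitoxantrone controls for full effect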
# LGR2 antag = inhibitors of bursicon-induced LGR2 CRE-luciferase signal, primary screen, cell-based, HEK293, CRE-luciferase reporter, bursicon stimulation. Drosophila bursicon receptor LGR2 (rickets). bursicon-stimulated, 4 h. inhibition, % at 9.99 µM. hit rate 0.35% among 380,000;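 active = drop in luminescence signal, shown as inhibition above about 50% in the replicate tests, limit read from the data, passing the limit was not always enough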;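 also: agonist challenge used bursicon conditioned medium at about half maximal strength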
# The depositor's hits bear a star; x = no result given.
1: COc1ccc(N2CCN(C(c3cc(OC)ccc3OC)c3nnnn3Cc3ccco3)CC2)cc1 (stereo unspecified)
2: COc1ccc(C(=O)CSc2nnc(CC(=O)Nc3ccccc3OC)n2C)cc1
3: COC(=O)c1ccc(OC(=O)C23CCC(C)(C(=O)O2)C3(C)C)cc1 (stereo unspecified)
4: Cc1ccccc1C(=O)NNC(=O)C(=O)Nc1cccc(Cl)c1C
5: COc1ccc(C(=O)/C=C/Nc2ccc(S(=O)(=O)Nc3cc(OC)nc(OC)n3)cc2)c(OC)c1
6: O=C(CCCSCCCC(=O)NN=Cc1ccccc1)NN=Cc1ccccc1
7: Cc1nc2ccc(NC(=O)C3CCCCC3)cc2s1
8: CCn1c(SCC(=O)NC2=NCCS2)nnc1C(C)NC(=O)c1ccccc1Br (stereo unspecified)

Compound,1,2,3,4,5,6,7,8
PGC1a acetyl inh,-11,1,x,11,-9,-8,-1,-13
LGR2 antag,x,21,-3,x,-5,-2,-15,1
C2C12 statin,-31,-1,1,-21,6,-4,2,-2
PglD inh,10,-2,x,-3,-1,x,0,-3
ARNT TACC3 PPI,12,-14,-2,-2,10,-1,-29,-1
GSIS activator,x,-25,-8,-9,3,-35,1,-7
Cneo AK release,0,1,x,-1,-1,x,-1,-2
PAX8 inh HTS,x,8,10,x,-5,-1,-51,4

9: C[C@@H]1CN([C@@H](C)CO)C(=O)c2cc(-c3cccc(F)c3)cnc2O[C@@H]1CN(C)C(=O)C1CC1
10: Cc1ccc(C(C(=O)NC2CCCCC2)N(Cc2ccco2)C(=O)C2COc3ccccc3O2)o1 (stereo unspecified)
11: O=C(CCNC(=O)c1ccccc1Cl)Nc1cc(S(=O)(=O)N2CCOCC2)ccc1N1CCOCC1
12: O=C(NNC(=S)NC1CCCCC1)c1cccc(S(=O)(=O)Nc2ccccc2Cl)c1
13: O=C(O)c1nc(Cl)c(Cl)c(N/N=C/c2ccccc2C(F)(F)F)c1Cl
14: O=C(C[C@@H]1CC[C@@H]2[C@H](COC[C@H](O)CN2Cc2ccc(Cl)cc2)O1)NCCc1ccccc1
15: Cc1ccc(CNC(=O)C2CC(=O)OC23CCCC3)c(C)c1 (stereo unspecified)
16: Cc1c(CCO)c(=O)[nH]n1S(=O)(=O)c1ccccc1

Compound,9,10,11,12,13,14,15,16
PGC1a acetyl inh,1,2,1,6,10,-5,11,7
LGR2 antag,2,x,-11,8,-5,7,x,10
C2C12 statin,-1,4,-4,x,-56,49,2,-4
PglD inh,x,3,4,-4,9,0,0,1
ARNT TACC3 PPI,x,-8,14,5,1,4,x,x
GSIS activator,4,x,2,-13,5,-23,x,1
Cneo AK release,x,2,12,-2,0,4,-1,1
PAX8 inh HTS,x,x,9,19,2,22,13,7

17: C[C@@H]1CN([C@@H](C)CO)C(=O)c2cc(C#Cc3ccc(F)cc3)cnc2O[C@@H]1CN(C)Cc1ccccn1
18: COc1ccccc1OC1=NS(=O)(=O)c2ccccc21
19: CC(C)NC(=O)N[C@@H]1C=C[C@H](CC(=O)NCCN2CCCC2)O[C@H]1CO
20: COc1cccc(/C=C/C(=O)OCC(=O)Nc2ccc(S(=O)(=O)N3CCCC3)cc2)c1
21: Cc1ccc(S(=O)(=O)Nc2ccc(-c3csc(-c4ccccc4)n3)cc2)cc1
22: COc1ccccc1C(=O)NNC1CC(=O)N(c2ccc3c(c2)OCCO3)C1=O (stereo unspecified)
23: CCOC(=O)c1ccc(S(=O)(=O)NNC(=O)c2cccc(N(C)C)c2)cc1
24: CCN(CC)S(=O)(=O)c1ccc(C)c(NC(=O)c2cc(C)oc2C)c1

Compound,17,18,19,20,21,22,23,24
PGC1a acetyl inh,1,10,-1,-3,-16,3,18,-4
LGR2 antag,-22,-27,-14,1,x,-4,6,1
C2C12 statin,x,7,-3,x,x,x,x,-9
PglD inh,4,4,3,2,-1,5,x,x
ARNT TACC3 PPI,17,-6,4,-5,-3,-7,-11,-7
GSIS activator,3,5,19,0,10,24,13,-8
Cneo AK release,5,-4,1,1,-1,7,x,x
PAX8 inh HTS,x,x,-2,17,37,30,-28,2

25: O=C(Nc1ccc2c(c1)[C@@H]1C[C@@H](CC(=O)N3CCc4ccccc4C3)O[C@H](CO)[C@@H]1O2)c1cccnc1
26: O=C(C[C@@H]1CC[C@H]2[C@@H](COC[C@@H](O)CN2Cc2cc(F)ccc2F)O1)N1CCc2ccccc2C1
27: Cc1ncc(CN2CCCCC2C(=O)Nc2ccc(Oc3ccccc3)nc2)cn1 (stereo unspecified)
28: CN(C)C(=O)CCc1ccc2c3c([nH]c2c1)[C@]1(C)[C@@H](C(=O)N2CCOCC2)C[C@H](CC(=O)NCCc2ccccn2)C(=O)N1CC3
29: CC1=C(C(=O)OCCOc2ccccc2)C(c2ccsc2)NC(=O)N1C (stereo unspecified)
30: CC(C)COC(=O)CNc1n[nH]c(=S)[nH]c1=O
31: COC(CNc1cc(=O)oc2ccccc12)OC
32: O=C(CN1CCCc2ccccc21)NCCc1ccc(Cl)cc1

Compound,25,26,27,28,29,30,31,32
PGC1a acetyl inh,-1,-6,x,x,-10,-3,7,-8
LGR2 antag,3,11,-14,-18,15,-3,x,4
C2C12 statin,5,10,4,3,x,-22,-13,x
PglD inh,5,0,3,1,x,5,23*,x
ARNT TACC3 PPI,1,6,x,0,-2,4,1,1
GSIS activator,11,-10,-9,-1,-15,10,x,-4
Cneo AK release,54,-3,0,-2,x,4,5,x
PAX8 inh HTS,2,12,-6,-36,9,x,2,-3

33: COc1ccc(NC(=O)Nc2ccc3c(c2)C(=O)N([C@H](C)CO)C[C@@H](C)[C@@H](CN(C)Cc2ccccc2)OCCCC[C@@H](C)O3)cc1
34: Clc1ccc(CN=C(Nc2ccccc2)NC2CCCCC2)cc1
35: CCCc1cnc(N2CCN(C(=O)c3c(-c4ccccc4)noc3C)CC2)nc1
36: O=C(Nc1ccc2c(c1)[C@H]1C[C@@H](CC(=O)N3CCc4ccccc4C3)O[C@@H](CO)[C@H]1O2)c1ccc2c(c1)OCO2
37: CC(C)C(NC(=O)/C=C/c1ccc(F)cc1)C(C)C
38: O=C(NCC[C@H]1CC[C@@H](NC(=O)Nc2cc(F)ccc2F)[C@H](CO)O1)Nc1ccc(Cl)cc1
39: Cc1ccc(CCNC(=O)CCn2c(=O)c3cccn3c3ccc(F)cc32)cc1
40: CCOc1ccc(/C=N/Nc2nc(C)cs2)c(O)c1

Compound,33,34,35,36,37,38,39,40
PGC1a acetyl inh,-6,-2,-2,-2,0,-2,-3,-22
LGR2 antag,31,-4,-5,-2,x,-10,4,-15
C2C12 statin,x,-35,x,18,6,0,-2,-17
PglD inh,-1,x,x,-1,6,1,-4,-4
ARNT TACC3 PPI,8,-1,-4,11,1,1,-2,23
GSIS activator,-24,-18,-25,-12,x,-22,1,4
Cneo AK release,0,x,x,-5,-1,-2,-4,-3
PAX8 inh HTS,10,-6,4,7,x,-22,-5,-78

# Fetched by compound from the list above (2):
33: COc1ccc(NC(=O)Nc2ccc3c(c2)C(=O)N([C@H](C)CO)C[C@@H](C)[C@@H](CN(C)Cc2ccccc2)OCCCC[C@@H](C)O3)cc1
37: CC(C)C(NC(=O)/C=C/c1ccc(F)cc1)C(C)C

Compound,33,37
PGC1a acetyl inh,-6,0
LGR2 antag,31,x
C2C12 statin,x,6
PglD inh,-1,6
ARNT TACC3 PPI,8,1
GSIS activator,-24,x
Cneo AK release,0,-1
PAX8 inh HTS,10,x

# Further compounds.
41: CCc1ccc(NC(=O)CSc2nnc(-c3ccccn3)n2C)cc1
42: C=CCn1c(SCCCCCC)nc(O)cc1=O
43: O=S1(=O)C[C@@H](N2CC[C@@H](O)C2)[C@H](COCc2ccccc2)N1
44: Cc1ccc(C)c(NC(=O)c2cc(-c3cc(C)cc(C)c3O)n[nH]2)c1
45: CCOc1ccc(NC(=O)c2ccc(C#CC(C)(C)O)cc2)cc1
46: CCCNC(=O)Nc1ccc2c(c1)OC[C@H](C)N(C(=O)C1CCOCC1)C[C@@H](C)[C@@H](OC)CN(C)C2=O
47: C[C@H](CO)N1C[C@H](C)[C@H](CN(C)Cc2ccc(Cl)c(Cl)c2)Oc2ccc(NC(=O)CCC(F)(F)F)cc2CC1=O
48: COc1ccc(CC(=O)NCCc2ccc(OC)c(OC)c2)cc1

Compound,41,42,43,44,45,46,47,48
PGC1a acetyl inh,2,-11,-5,-16,1,3,-14,x
LGR2 antag,5,x,4,-11,x,5,2,13
C2C12 statin,13,-7,11,-43,x,8,19,18
PglD inh,x,-3,12,-6,1,1,0,3
ARNT TACC3 PPI,8,-7,x,-9,-6,-2,-2,-11
GSIS activator,-10,x,10,-21,-3,-7,-30,19
Cneo AK release,x,0,2,1,1,-3,0,-1
PAX8 inh HTS,x,x,-5,25,x,9,x,-11

49: CC(C)c1cc(C(=O)N2CCN(C(c3ccccc3)c3ccccc3)CC2)no1
50: O=[N+]([O-])c1cccc(N/N=C/c2ccc(N3CCOCC3)cc2)c1
51: C[C@@H]1CN([C@@H](C)CO)C(=O)c2cccc(NC(=O)C3CCOCC3)c2O[C@@H]1CN(C)C(=O)Nc1cccc2ccccc12
52: CCOc1ccc(N(CC(=O)Nc2ccc3c(c2)OCCO3)S(=O)(=O)c2c(C)noc2C)cc1
53: O=C(NN1CCN(Cc2ccccc2Cl)CC1)c1ccc(Br)cc1
54: O=c1c(Cc2ccccc2)c(O)nc2n1CCCS2
55: COc1ccc(OC)c(-c2nc(CN(C)C(C)c3ccncn3)c(C)o2)c1 (stereo unspecified)
56: O=C(C[C@@H]1C[C@H]2c3cc(NS(=O)(=O)c4ccc(F)cc4)ccc3O[C@H]2[C@@H](CO)O1)NCc1cccnc1
57: COc1cc(C(=O)O[C@H]2C/C(C)=C/CC[C@@]3(C)O[C@@H]3[C@H](O)[C@@H]2C(C)C)cc(OC)c1OC
58: CCOC(=O)c1c(S(=O)(=O)N2CCCCCC2)c(C)n(C)c1C

Compound,49,50,51,52,53,54,55,56,57,58
PGC1a acetyl inh,x,x,10,-4,x,1,19,-7,-9,9
LGR2 antag,-15,-93,-4,5,3,26,-12,-2,-9,-3
C2C12 statin,x,-8,12,-1,-5,x,-7,-1,-12,-6
PglD inh,x,-2,2,0,3,8,-5,x,-3,4
ARNT TACC3 PPI,-11,x,4,-1,-2,-5,6,x,5,3
GSIS activator,-26,8,4,-14,-1,3,-2,3,-34,-4
Cneo AK release,x,-1,-4,1,-1,7,-3,x,1,3
PAX8 inh HTS,-13,-233,-2,4,3,x,11,-2,13,13

# An excerpt of these results, with bars between the fields.
item | Molecule | PGC1a acetyl inh | LGR2 antag | C2C12 statin | PglD inh | ARNT TACC3 PPI | GSIS activator | Cneo AK release | PAX8 inh HTS
57 | COc1cc(C(=O)O[C@H]2C/C(C)=C/CC[C@@]3(C)O[C@@H]3[C@H](O)[C@@H]2C(C)C)cc(OC)c1OC | -9 | -9 | -12 | -3 | 5 | -34 | 1 | 13
53 | O=C(NN1CCN(Cc2ccccc2Cl)CC1)c1ccc(Br)cc1 | x | 3 | -5 | 3 | -2 | -1 | -1 | 3
52 | CCOc1ccc(N(CC(=O)Nc2ccc3c(c2)OCCO3)S(=O)(=O)c2c(C)noc2C)cc1 | -4 | 5 | -1 | 0 | -1 | -14 | 1 | 4
56 | O=C(C[C@@H]1C[C@H]2c3cc(NS(=O)(=O)c4ccc(F)cc4)ccc3O[C@H]2[C@@H](CO)O1)NCc1cccnc1 | -7 | -2 | -1 | x | x | 3 | x | -2

# Source: PubChem
